# Bioassay records as filed in PubChem BioAssay.
# GSIS activator – GLuc luminescence reporter in INS-1E cells, primary screen for activators of glucose-dependent secretion of insulin. INS-1E GLuc reporter insulin secretion, 2-3 h. activation, % at 16.6 µM. 370,000 tested, 0.61% active;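 active = lowest replicate activation of at least 40%, so every replicate reaches that level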;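 note: 0% = median of neutral control wells and 100% = median of IBMX positive control wells; some compounds called inactive have numbers as strong as hits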
# Xi reactivation – activators of inactive X chromosome reactivation, primary screen, imaging, XiGFP fibroblasts, GFP high-content imaging, set 2; activation, % at 7.58 µM; 360,000 tested, 0.055% active; AID 743238, 2013; XiGFP mouse fibroblasts, % GFP-positive cells imaging, 3 d; cells co-treated with 5-aza-dC sensitizer; scaled so ellipticine positive control = 100%;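 active = mean normalized replicate activation at least 10% and every replicate at or above 10%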;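 note: 0% = median of on-plate neutral control wells and 100% = ellipticine 6 µM median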
#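 Assay system – SV40-immortalized XiGFP fibroblast cells, line 68-5-11 · Buffer or medium – DMEM supplemented with 5-aza-dC as sensitizing agent · Dosing – one concentration, pinned · Benchmarks – positive control ellipticine, 6 µM final · Times – 3 days compound exposure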
# ARNT-TACC3 inh – disruptors of ARNT/TACC3 protein interaction, primary screen, biochemical, AlphaScreen, single concentration | Transforming acidic coiled-coil-containing protein 3 (Homo sapiens), Q9Y6A5 | AlphaScreen His-ARNT PAS-B/GST-TACC3 binding, luminescence; TACC3 fragment carries E629A point mutation | inhibition, % at 9.99 µM | 390,000 tested, 0.66% active | AID 623870, 2012;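 active = mean inhibition of replicates at least 50% and at least half of replicates each reaching 50%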;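 note: 0% = complete ARNT plus TACC3 wells and 100% = ARNT alone without TACC3; many hits fall short of the cut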
# An asterisk follows results filed as active. A portion of the library; the hit share may differ from the screen's.
# Start of the listing, in advance, 6 compounds:
item	molecule	GSIS activator	Xi reactivation	ARNT-TACC3 inh
1	CCOC(=O)CCCSc1nnc(CCCCCN2C(=O)c3cccc4cccc(c34)C2=O)o1	-3	0.0	-1
2	Cc1cc(C)c(S(=O)(=O)N2CCCOC2CNC(=O)C(=O)NCc2cccs2)c(C)c1 (stereo unspecified)	-5	0.0	1
3	Cc1ccc(NC(=S)NC2CCN(Cc3ccccc3)CC2)cc1	9	0.1	2
4	CCNC(=O)CC1SC(=Nc2ccc(C)cc2)NC1=O (stereo unspecified)	12	0.1	-4
5	O=C(CSc1nnnn1-c1ccc(Cl)cc1)NNC(=O)c1ccc([N+](=O)[O-])cc1	-6	0.7	-3
6	CC(C)c1ccc(NCCC(=O)c2cccs2)cc1	-14	0.4	8

# The whole of this part (from the top)
item	molecule	GSIS activator	Xi reactivation	ARNT-TACC3 inh
1	CCOC(=O)CCCSc1nnc(CCCCCN2C(=O)c3cccc4cccc(c34)C2=O)o1	-3	0.0	-1
2	Cc1cc(C)c(S(=O)(=O)N2CCCOC2CNC(=O)C(=O)NCc2cccs2)c(C)c1 (stereo unspecified)	-5	0.0	1
3	Cc1ccc(NC(=S)NC2CCN(Cc3ccccc3)CC2)cc1	9	0.1	2
4	CCNC(=O)CC1SC(=Nc2ccc(C)cc2)NC1=O (stereo unspecified)	12	0.1	-4
5	O=C(CSc1nnnn1-c1ccc(Cl)cc1)NNC(=O)c1ccc([N+](=O)[O-])cc1	-6	0.7	-3
6	CC(C)c1ccc(NCCC(=O)c2cccs2)cc1	-14	0.4	8
7	COc1ccc(N2C(=O)CSC2c2cccs2)cc1 (stereo unspecified)	24	0.1	-9
8	CCOC(=O)c1c(NC(=O)C2COc3ccccc3O2)sc2c1CCN(Cc1ccccc1)C2 (stereo unspecified)	-37	0.1	-2
9	Cc1oc2c(C)c(O)ccc2c(=O)c1N1C(=O)c2ccccc2C1=O	20	-0.1	0
10	O=C(N/N=C/c1ccc(-c2cccc(C(F)(F)F)c2)o1)c1ccccc1O	6	0.0	-5
11	CC(Sc1nnnn1-c1ccccc1)C(=O)Nc1ccccc1-c1ccccc1 (stereo unspecified)	-24	0.3	4
12	COc1ccc(OC)c(NC(=O)C(=O)NCCC2=CCCCC2)c1	11	0.1	-5
13	COCCn1c(SCC(=O)Nc2cc(C(C)(C)C)nn2-c2ccccc2)nnc1-c1ccncc1	-1	-0.1	-2
14	Cc1nnc(SCC(=O)Nc2ccccc2C(=O)NC2CC2)s1	-4	0.0	1
15	CCCCOc1ccc(C(=O)N/C(=C\c2ccc([N+](=O)[O-])cc2)C(=O)OCc2ccco2)cc1	-11	0.0	-2
16	CCC(=O)Nc1ccc(-c2nnc(SCC(=O)NCC3CCCO3)n2C)cc1 (stereo unspecified)	20	0.4	-2
17	Cc1ccc(C(=O)N/C(=C/c2ccccc2)C(=O)NC(Cc2ccccc2)C(=O)O)cc1 (stereo unspecified)	2	0.2	-10
18	Cc1cccc(NC(=S)NC2CCCCCC2)c1C	6	-0.1	5
19	C=C(C)C(=O)Nc1nnc(-c2cccs2)s1	118*	0.1	-10
20	COc1ccc(C(=O)/C=C/c2ccc(OC)c(Cn3nnc4ccccc43)c2)cc1	-21	0.3	-1
21	COc1cc([N+](=O)[O-])cc(/C=N/NC(=O)c2ccc(C)nc2)c1O	9	-0.1	65*
22	COc1ccccc1CC(=O)Nc1ccc2nc(C)sc2c1	4	0.2	-5
23	Cc1cc(=O)oc2cc(OC(=O)c3nn(C(C)C)c(=O)c4ccccc34)ccc12	40	0.3	4
24	c1ccc(-c2ccnc3ncnn23)nc1	12	0.0	1
25	O=C(Nc1ccccn1)c1ccc([N+](=O)[O-])cc1Cl	21	-0.2	-6
26	CC1(C)CCCC(C)(C)N1CC(O)COCCOc1ccc(Br)cc1 (stereo unspecified)	51*	0.4	8
27	Cc1ccc(Nc2nc(NCCCN3CCOCC3)nc(N)c2[N+](=O)[O-])cc1C	-4	0.0	-1
28	COc1ccc(/C=N/Nc2nc(N3CCCC3)nc(N3CCCC3)n2)c(OC)c1OC	3	0.0	-8
29	CCCN(C(=O)CSc1cc(-c2ccccc2)c2ccc(OC)cc2n1)C1CCS(=O)(=O)C1 (stereo unspecified)	0	0.6	-8
30	Brc1ccc(C2CC(c3ccccc3)=Nc3ccccc3N2)cc1 (stereo unspecified)	-30	0.4	2
31	N/C(=N\OC(=O)COc1ccc(Br)cc1Cl)c1ccccn1	-3	0.5	4
32	Cc1cccc(NC(=O)/C(C#N)=C/c2cn(CC(=O)NCc3ccco3)c3ccccc23)c1	2	0.1	-4
33	Cc1cc(C(=O)CN2CCCC(C)C2)c(C)n1-c1ccc(F)cc1 (stereo unspecified)	32	0.0	-4
34	CCOC(=O)c1ccc(OS(=O)(=O)c2ccccc2)c(OC)c1	-2	0.1	-26
35	Cc1ccc(C(=O)/C=C\Nc2ccc(C)c(C)c2)cc1	7	0.0	0
36	Cc1ccc(NC(=O)CSc2nnc(-c3cccnc3)n2CCN2CCCCC2)cc1	13	-0.2	-4
37	Cc1ccc(NC(=O)COc2ncnc3c(Cl)cc(Cl)cc23)cc1[N+](=O)[O-]	4	0.0	-1
38	COc1ccc(N2C(S)=C(C#N)C(=O)NC2c2ccco2)cc1 (stereo unspecified)	-6	0.0	2
39	COc1cc(/C=N/NC(=O)c2ccc(COc3cc(C)ccc3C(C)C)cc2)cc(OC)c1O	2	0.0	-2
40	Cc1ccc(C(=O)Oc2coc(CSc3nnc(NC(=O)C4CC4)s3)cc2=O)cc1C	9	-0.1	-8
41	CC(=O)Nc1ccc(/C(C)=N/NC(=O)c2ccc(F)cc2)cc1	-3	1.5	-17
42	COc1ccc(CNC(=O)C/C(C)=N/NC(=O)Cc2ccc(OC)cc2)cc1	-2	-0.4	-5
43	O=C(CSc1ccc(-c2nc3ccccc3[nH]2)cn1)Nc1ccc(S(=O)(=O)N2CCCC2)cc1	-30	0.0	-2
44	O=C(c1cccs1)N1CCN(Cc2ccccc2[N+](=O)[O-])CC1	26	0.0	-2
45	CC(Sc1nnc2c(n1)C1CCC2(C)C1(C)C)C(=O)Nc1ccccc1 (stereo unspecified)	-13	-0.2	-13
46	NNc1nc2ccc(Cl)cc2s1	-2	0.0	8
47	CCCCNC(=O)CCCCC(=O)N/N=C/c1ccccc1Cl	9	0.5	-4
48	Cc1ccc(NCC(=O)N/N=C/c2ccc(-c3cccc(C(F)(F)F)c3)o2)cc1	-15	0.5	9
49	CCN(c1ccc(NS(=O)(=O)c2cc(Cl)ccc2Cl)cc1)C(C)C	20	0.0	11
50	Cc1csc(SCC(=O)NCCc2ccc(Cl)cc2Cl)n1	56	-0.1	-3
51	C=CCn1c(C)cc(C(=O)COc2ccc(S(=O)(=O)N3CCCC3)cc2[N+](=O)[O-])c1C	-14	-0.1	0
52	Cc1ccc(/C=C2/NC(=O)N(Cc3ccccc3F)C2=O)s1	2	3.6	7
53	COc1cccc(/C=N/NC(=O)c2ccc([N+](=O)[O-])cc2Cl)c1O	2	0.4	59*
54	COc1cc([N+](=O)[O-])c(C(=O)N2CCOCC2)c([N+](=O)[O-])c1	-3	0.2	-4
55	CCCOc1ccc(N2C(=O)CC(SC(=NCC)NCC)C2=O)cc1 (stereo unspecified)	38	0.1	-1
56	COc1ccc(C(=O)O/N=C(\N)Cc2ccc(Cl)cc2Cl)cc1OC	-30	0.0	-1

# Following part
item	molecule	GSIS activator	Xi reactivation	ARNT-TACC3 inh
57	CCOC(=O)c1c(/N=C/c2cc(OC)cc([N+](=O)[O-])c2O)sc(C)c1C	-29	0.0	-5
58	O=c1c(Cl)c(Nc2cccc(Cl)c2)cnn1-c1nc2ccccc2s1	-24	0.1	4
59	Cc1ccc(-c2n[nH]c(=S)n2/N=C/c2c(C)nn(-c3ccccc3)c2C)cc1	203*	0.0	-1
60	O=C(c1ccc(CN2CCc3ccccc3C2)cc1)N1CCN(c2ccccc2)CC1	7	-0.3	5
61	CCCCn1c(O)c(N=Nc2ccccn2)c2ccccc21	-24	0.0	18
62	CN1C(=S)SC(N2OC3C(=O)N(c4ccccc4)C(=O)C3C2c2ccc(Cl)cc2)C1(C)C (stereo unspecified)	22	0.2	8
63	CC1Cc2ccccc2N1C(=S)NC(=O)c1cccc(Br)c1 (stereo unspecified)	51*	0.3	21
64	COc1ccccc1NC(=S)NCc1cccs1	9	-0.2	6
65	C/C(=N\NC(=O)c1c(Br)c(C)nn1C)c1cccc(NC(=O)c2ccccc2F)c1	32	0.0	2
66	CCOc1ccc(-c2csc(NC(=O)c3ccc(S(=O)(=O)N4CCc5ccccc5C4)cc3)n2)cc1	-5	0.1	-14
67	C/C(=C\C(=S)Nc1ccccc1)Nc1cccc2ccccc12	-36	-0.1	4
68	Cc1ccc(NS(=O)(=O)c2cc(-c3n[nH]c(=O)c4ccccc34)ccc2C)cc1	-18	0.7	-11
69	COc1cccc(C(=O)N2CCC(N3CC(C)OC(C)C3)CC2)c1 (stereo unspecified)	8	0.0	-14
70	CCOc1ccccc1NC(=O)C(OC(=O)c1ccc(CC)cc1)c1ccccc1 (stereo unspecified)	-17	0.0	8
71	Cc1ccc(NC(=O)COC(=O)CCC(=O)c2ccc(Cl)cc2)cc1S(=O)(=O)N(C)C	-17	-0.1	-24
72	CCOC(=O)N1CCN(C(=O)C2CCN(C(=O)c3cc(OC)cc(OC)c3)CC2)CC1	0	-0.1	-3

# Entries of single compounds as entered above. Order of values: GSIS activator | Xi reactivation | ARNT-TACC3 inh
# Entry for COc1cccc(C(=O)N2CCC(N3CC(C)OC(C)C3)CC2)c1 (stereo unspecified) = 8 | 0.0 | -14
# Entry for C/C(=C\C(=S)Nc1ccccc1)Nc1cccc2ccccc12 = -36 | -0.1 | 4
# Entry for C/C(=N\NC(=O)c1c(Br)c(C)nn1C)c1cccc(NC(=O)c2ccccc2F)c1 = 32 | 0.0 | 2
# Entry for Cc1ccc(NS(=O)(=O)c2cc(-c3n[nH]c(=O)c4ccccc34)ccc2C)cc1 = -18 | 0.7 | -11
# Entry for CCOc1ccccc1NC(=O)C(OC(=O)c1ccc(CC)cc1)c1ccccc1 (stereo unspecified) = -17 | 0.0 | 8

# Next entries.
item	molecule	GSIS activator	Xi reactivation	ARNT-TACC3 inh
73	COc1ccc2c(c1)OC(c1ccccc1)(C(F)(F)F)NC2=O (stereo unspecified)	15	0.2	-7
74	O=C(Nc1ccc(O)c(-c2nc3ccccc3o2)c1)C1(c2ccc(Cl)cc2)CCCC1	2	-0.1	-7
75	O=C(Nc1cc([N+](=O)[O-])ccc1F)C1CC1	8	0.0	-31
76	Cc1ccc(NC(=O)c2ccc(N3CCOCC3)c([N+](=O)[O-])c2)cc1S(=O)(=O)N1CCOCC1	-15	0.0	1
77	CCOC(=O)C1=C(C)C2C3C(=O)N(c4cc(C)ccc4C)C(=O)C3C1(C)C1C(=O)N(c3cc(C)ccc3C)C(=O)C21 (stereo unspecified)	-34	0.4	-11
78	O=C(COC(=O)COc1ccccc1[N+](=O)[O-])Nc1ccccc1Br	13	0.0	-1
79	Cc1cc(Oc2nc3c(C)cccn3c(=O)c2/C=C(\C#N)S(=O)(=O)c2ccc(Cl)cc2)ccc1Cl	14	0.0	-3
80	COC(=O)c1sc2ccccc2c1NC(=O)c1ccc(S(=O)(=O)N2CC(C)CC(C)C2)cc1 (stereo unspecified)	-15	-0.1	-30
81	Cc1cc(NC(=O)c2c(Br)c(C)nn2C)no1	13	-0.3	-6
82	Cc1ccc(NC(=O)c2ccc(OCC3CCCO3)cc2)c(C)c1 (stereo unspecified)	32	0.0	-4
83	CCOc1cc(C(=O)Nc2ccc(F)cc2)cc(Br)c1OC	-26	0.1	2
84	CCOc1ccc(OCc2cccc(C(=O)Nc3ccc(CN4CCCCC4)cc3)c2)cc1	15	0.2	6
85	Cc1ccc(-c2cc(C(F)F)n3ncc(C(=O)N4CCc5ccccc54)c3n2)cc1	-19	0.0	-2
86	CC1=CS(=O)(=O)CC1Sc1nc2ccccc2[nH]1 (stereo unspecified)	24	0.0	0
87	O=C(NC(Cc1c[nH]c2ccccc12)C(=O)Nc1ccc(F)c([N+](=O)[O-])c1)c1cccs1 (stereo unspecified)	-22	0.1	-17
88	O=C(NCCCN1CCOCC1)c1ccc(Sc2ccc(F)cc2)c([N+](=O)[O-])c1	0	0.1	-2

# A draw from above in order of formula weight, falling.
item	molecule	GSIS activator	Xi reactivation	ARNT-TACC3 inh
87	O=C(NC(Cc1c[nH]c2ccccc12)C(=O)Nc1ccc(F)c([N+](=O)[O-])c1)c1cccs1 (stereo unspecified)	-22	0.1	-17
84	CCOc1ccc(OCc2cccc(C(=O)Nc3ccc(CN4CCCCC4)cc3)c2)cc1	15	0.2	6
83	CCOc1cc(C(=O)Nc2ccc(F)cc2)cc(Br)c1OC	-26	0.1	2

# New compounds follow
item	molecule	GSIS activator	Xi reactivation	ARNT-TACC3 inh
89	CCCCN(CC)S(=O)(=O)c1ccc(C(=O)N(CCCN(C)C)c2nc3cc(C)cc(C)c3s2)cc1	16	0.0	13
90	O=C(N/C(=C/c1cccc([N+](=O)[O-])c1)C(=O)N1CCCCC1)c1cccs1	-20	0.5	-18
91	Cc1ccc(CNC(C)(C)CO)cc1	18	0.0	-3
92	Cc1ccc(C(=O)C[n+]2ccc(-c3nnc4n3CCC4)cc2)cc1	-1	0.4	-3
93	Cc1c(C(=O)NCC2CCCO2)cccc1[N+](=O)[O-] (stereo unspecified)	25	1.1	-10
